# Screening data from PubChem BioAssay.
# Mcl1 Noxa PPI: disrupts binding of human Mcl-1 to Noxa peptide. TR-FRET Mcl-1/Noxa peptide binding, 2 h. inhibition, % at 21.7 µM. 220,000 tested, 1.5% active. Q07820. AID 1022;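 active = compounds that cut the protein-peptide binding signal by more than 50% relative to plate controls in a single-dose test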;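 note: His-tagged Mcl-1 with rhodamine Noxa BH3 peptide and terbium anti-His antibody; 0% = Mcl-1 plus Noxa peptide wells and 100% = peptide-only wells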
# Target sequence (Q07820 whole entry, looked up): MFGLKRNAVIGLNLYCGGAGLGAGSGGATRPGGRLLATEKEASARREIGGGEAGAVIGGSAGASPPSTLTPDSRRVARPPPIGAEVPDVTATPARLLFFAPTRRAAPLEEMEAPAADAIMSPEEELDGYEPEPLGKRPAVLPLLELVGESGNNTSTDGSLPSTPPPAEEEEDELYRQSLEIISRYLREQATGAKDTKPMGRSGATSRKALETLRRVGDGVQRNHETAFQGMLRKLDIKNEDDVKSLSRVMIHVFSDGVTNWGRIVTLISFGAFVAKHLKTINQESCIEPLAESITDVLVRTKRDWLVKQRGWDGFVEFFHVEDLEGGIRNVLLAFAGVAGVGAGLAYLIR
# Bim-Mcl-1: disrupts Bim peptide binding to human Mcl-1; Q07820; Bead-based flow cytometry, Bim peptide-Mcl-1 binding; AID 1009; 190,000 tested, 0.1% active; inhibition, % at 10 µM; in the data active = inhibition above about 40%;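 note: 0% = no compound tracer wells and 100% = peptide blocker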
# Pf gametocyte: inhibitors of late stage P. falciparum gametocyte viability | inhibition, % at 10.9 µM | P. falciparum stage V gametocytes, ATP luminescence, 24 h | 150,000 tested, 0.065% active | AID 743093;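 active = inhibition above the mean plus 3 SD of compounds within the control limits, set per campaign, cut at about 38% in these data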;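 note: 0% = DMSO wells and 100% = medium only without gametocytes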
# Cdc42 wt: modulators (inhibitors or activators) of GTP binding to human Cdc42 wildtype; P60953; GST-Cdc42 beads, Bodipy-GTP binding, flow cytometry; actives lie on both sides; percent activity (GTP binding), % at 10 µM; 190,000 tested, 0.2% active; AID 761;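 active = percent activity GTP binding at least 20 points away from the 100% baseline, either down as inhibitor or up as activator; inconclusive = compound flagged as likely green fluorescent from well-wide comparison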;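 note: median bead fluorescence of bound Bodipy-FL-GTP at 100 nM; 0% = excess unlabeled GTP control and 100% = no compound control; below 100% means less GTP binding so inhibitor and above means activator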
# Target sequence (P60953 whole entry, looked up): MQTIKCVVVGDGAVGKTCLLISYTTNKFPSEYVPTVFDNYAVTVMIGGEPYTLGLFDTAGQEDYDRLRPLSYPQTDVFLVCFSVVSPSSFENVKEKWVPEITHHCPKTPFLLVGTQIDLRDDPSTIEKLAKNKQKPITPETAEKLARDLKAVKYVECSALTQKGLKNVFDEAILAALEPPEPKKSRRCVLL
# Rac1 act GTP bind: alters GTP binding to activated mutant human Rac1; percent activity (GTP binding), % at 10 µM; GST-Rac1 activated beads, fluorescent GTP binding, flow cytometry; actives lie on both sides; 100% means binding = to untreated wells; P63000; 190,000 tested, 0.11% active;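 active = GTP binding at least 20 percentage points away from the 100% baseline, in either direction, so actives lie on both sides; inconclusive = Compound likely fluorescent itself, or too few beads counted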
# Rac1 wt modul: modulators of human Rac1 wildtype GTP binding. P63000. GST-Rac1 beads, fluorescent GTP binding, flow cytometry; actives lie on both sides; 0 = cold GTP competed, 100 = untreated. GTP binding activity (% of control), % at 10 µM. 190,000 tested, 0.27% active. AID 757;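 active = GTP binding activity at least 20 points away from the 100% control level, either lower or higher; inconclusive = compound flagged as likely green fluorescent, judged across all proteins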
# HRas wt GTP: changes GTP binding to wildtype human HRas; P01112; GST-Ras wt beads, Bodipy-FL-GTP binding, flow cytometry; actives lie on both sides; 190,000 tested, 0.14% active; GTP binding activity, % at 10 µM;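 active = GTP binding activity at least 20% away from the 100% baseline, either lowered as inhibitor or raised as activator; inconclusive = flagged as likely green fluorescent, judged across all proteins in the well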;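 note: 0% = unlabeled GTP competition control and 100% = no-compound control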
# Target sequence (P01112 whole entry, looked up): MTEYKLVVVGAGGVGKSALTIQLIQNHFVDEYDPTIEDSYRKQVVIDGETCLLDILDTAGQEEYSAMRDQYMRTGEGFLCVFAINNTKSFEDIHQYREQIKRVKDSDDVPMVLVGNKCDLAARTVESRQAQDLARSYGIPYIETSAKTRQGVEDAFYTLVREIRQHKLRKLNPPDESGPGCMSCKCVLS
# Mcl1 Bid PPI: disrupts binding of human Mcl-1 to Bid peptide. inhibition, % at 21.7 µM. 220,000 tested, 0.97% active. TR-FRET Mcl-1/Bid-Dy647 peptide binding, 1536-well. Q07820;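 active = compounds that cut the binding signal by more than half at the single screening dose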;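 note: His-tagged Mcl-1 with europium anti-His antibody binding Bid BH3 peptide; 0% = Mcl-1 plus peptide wells and 100% = peptide-only wells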
# Rab7 wt modul: modulators of GTP binding to dog Rab7 wildtype GTPase | GST-Rab7 beads, fluorescent GTP binding, flow cytometry; actives lie on both sides; untreated = 100%, excess cold GTP = 0% | GTP binding activity (percent of control), % at 10 µM | 190,000 tested, 0.055% active | AID 758;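 active = fluorescent GTP binding to Rab7 beads changed by at least 20 points from the 100% baseline, either direction, mostly lower; inconclusive = compound itself probably fluorescent, or too few beads counted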;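 note: median green fluorescence of bound Bodipy-FL-GTP per Rab7 bead population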
# Avidin bead fluor: avidin bead compound fluorescence profile; Avidin beads, compound fluorescence 488/530 nm, flow cytometry; hits give high values; fluorescence (KMESF) at 10 µM; 220,000 tested, 0.38% active; in the data active = fluorescence above about 47; note: inactives centre near 10
# Rab2A wt mod: changes GTP binding to wildtype dog Rab2A, up or down. P61105. GST-Rab2 wt beads, Bodipy-GTP binding, flow cytometry. GTP binding activity, % at 10 µM. 190,000 tested, 0.19% active. AID 760;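 active = GTP binding activity at least 20 points away from 100%, either lowered or raised; inconclusive = signal likely due to the compound's own green fluorescence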;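 note: 0% = beads with excess unlabeled GTP and 100% = no-compound control corrected for plate trend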
# The depositor's hits bear a star; ? = inconclusive; / = not tested or not shown.
SMILES,Mcl1 Noxa PPI,Bim-Mcl-1,Pf gametocyte,Cdc42 wt,Rac1 act GTP bind,Rac1 wt modul,HRas wt GTP,Mcl1 Bid PPI,Rab7 wt modul,Avidin bead fluor,Rab2A wt mod
Cc1ccc(C(=O)Nc2cc(=O)n(C)c(=O)n2C)cc1C,5,0,/,99,97,98,98,-10,101,6,99
CC(C)(C)n1nnnc1CN1CCN(C2CCCC2)CC1,15,-3,4,105,100,106,103,-9,103,39,103
CN(Cc1nc(Cc2cccc(F)c2)no1)CC1COCCO1 (centres undefined),0,0,3,104,100,98,99,8,93,5,98
Cn1c(C(=O)N2CCN(Cc3ccc4c(c3)OCO4)CC2)cc2c(=O)n(C)c3ccccc3c21,6,4,/,?,?,?,?,-26,?,7,?
CC(C(=O)Nc1ccccc1)c1ccc(-c2ccccc2)c(F)c1 (centres undefined),-6,/,/,98,96,97,99,15,101,5,99
O=C(N/N=C1\CCc2ccccc21)c1ccc(O)cc1,-9,-2,-9,98,92,90,93,-106,102,8,95
Cc1ccc(N2C(=O)N(CC(=O)N3CCCc4ccccc43)C(=O)C2C)cc1 (centres undefined),-5,-3,/,104,102,102,103,-35,100,8,106
Cn1c(Cl)c(/C=N/OC(=O)C(C)(C)C)c2ccccc21,8,5,-26,96,94,98,96,-28,100,9,98
CCOC(=O)Cn1cnc2c(nnn2Cc2ccc(Cl)cc2)c1=O,14,-1,/,104,101,109,104,0,101,9,101
COc1ccc(S(=O)(=O)N2c3ccccc3OCC2c2ccccc2)cc1 (centres undefined),2,0,-8,101,99,102,103,-1,98,11,100
Nc1ccc(/C=C/C(=O)c2ccco2)cc1,-36,0,6,97,100,99,99,-34,97,6,99
COc1cccc(/C=N/NC(=S)Nc2cccc(C(=O)O)c2)c1O,34,-2,-9,94,93,97,95,-22,93,17,92
CCOC(=O)c1c(C)[nH]c(C(=O)COC(=O)C(C)Oc2ccc(Cl)cc2Cl)c1C (centres undefined),-5,-4,-17,101,97,100,100,-7,102,4,99
CNC(=O)/C(C#N)=C/c1cn(CC(=O)NCc2ccco2)c2ccccc12,-2,1,-7,94,94,97,98,-18,96,11,95
COc1ccc(C2CC(c3ccccc3)=NN2C(=O)COC(=O)c2ccc(Cl)nc2)cc1 (centres undefined),1,-2,/,100,98,100,97,-10,99,12,95
CCC1(CC)NC(=O)NC1=O,1,0,/,100,98,101,99,-15,101,5,100
COC(=O)[C@H](C)NC(=O)Nc1ccc(OC)cc1OC,-2,0,/,104,101,103,102,-2,99,9,101
COC(=O)c1cc(NC(=O)c2ccc([N+](=O)[O-])cc2)c(=O)oc1C,12,4,12,92,93,94,94,-16,94,10,92
CN1CCN(C(=O)CC23CC4CC(CC(C4)C2)C3)CC1,-4,-2,9,105,104,109,104,-2,99,24,103
Cc1cccc(Cn2cnc3c(nnn3Cc3ccc(F)cc3)c2=O)c1,12,0,-16,102,98,103,103,3,106,10,103
CCOC(=O)c1[nH]c(C)c(C(=O)NC(C)CC)c1C (centres undefined),-17,-1,/,106,104,110,104,-27,102,7,106
CN(Cc1ccccc1)C(=O)COC(=O)c1cc(NS(=O)(=O)c2cccs2)ccc1O,14,-2,-15,97,94,102,96,-7,105,9,96
Cc1c(Cl)cccc1NC(=O)CNc1cccc(S(=O)(=O)N(C)C)c1,20,-5,6,103,101,104,101,-13,97,11,100
COc1ccc(CNC(=O)C(=O)NCC2OCCN2S(=O)(=O)c2cccs2)cc1 (centres undefined),18,-1,/,99,98,102,101,2,95,/,99
NC(=S)NCc1cccnc1,14,-2,16,94,94,97,93,-38,95,4,94
Cc1cccc2sc(NNC(=O)C3COc4ccccc4O3)nc12 (centres undefined),-27,-5,/,100,96,100,97,-27,95,/,97
O=C(CSc1ncc(-c2ccccc2)nn1)NCc1ccco1,/,-2,/,97,94,94,95,-6,92,11,94
CCN(CC)CCNC(=O)c1ccc(Cl)c(S(=O)(=O)Nc2ccccc2OC)c1,9,0,-4,107,102,106,107,-52,104,8,109
O=C1CCCc2c1cc(C(=O)NCCCN1CCOCC1)c(=O)n2-c1ccc(Cl)cc1,4,0,/,98,98,104,98,-6,102,8,100
O=S(=O)(c1ccc(NCc2ccc(F)cc2)nc1)N1CCCC1,2,1,13,99,96,99,96,3,99,21,97
CCCOC(=O)CSC1=C(C#N)C(c2ccccc2OCC)C(C#N)C(=O)N1 (centres undefined),12,-1,31,86,87,85,89,-14,89,33,87
COc1ccc(/C=C/C(=O)NCCc2ccc(S(N)(=O)=O)cc2)cc1,2,-2,-7,101,101,104,101,0,96,15,99
COc1ccc(-n2c(SCC(=O)NNC(=O)c3ccc(C)cc3)nnc2-c2ccncc2)cc1,1,-3,/,95,96,98,98,-5,98,10,98
O=C(Nc1ccc(N2CCOCC2)nc1)c1ccc(C(F)(F)F)cc1,-2,3,-7,?,?,?,?,-23,?,12,?
COC(=O)c1[nH]c2cccc(C)c2c1NC(=O)CN1CCN(C(=O)c2ccco2)CC1,3,-2,-9,102,99,104,102,0,100,36,103
Cc1ccc(OCC(=O)Nc2ccc(N(C)C)cc2)cc1,43,-1,/,100,98,102,101,-6,101,21,101
CC(Oc1ccc(-c2ccccc2)cc1)C(=O)N1CCOCC1 (centres undefined),10,-2,6,101,99,105,101,-29,100,10,100
Cn1cccc1-c1nc2ccccc2n1C,24,1,-15,101,97,102,100,-27,107,14,102
Cc1cccc(C)c1NC(=O)CN(C)CC(=O)Nc1ccc(F)c(Cl)c1,4,-1,4,96,97,98,100,-9,95,9,99
ONc1cccnc1-n1nc(C(F)(F)F)cc1C(F)(F)F,8,-4,/,97,94,98,99,-40,104,11,100
CCN(C(=O)CSc1nc(-c2ccccc2)c(-c2ccccc2)[nH]1)C1CCS(=O)(=O)C1 (centres undefined),9,0,/,100,98,102,98,-50,97,2,97
CCc1ccc(NC(=O)CN(c2cccc(C)c2)S(C)(=O)=O)cc1,3,-2,/,104,100,104,103,1,101,19,100
Brc1ccc(CSc2nnc(-c3cnccn3)n2Cc2ccco2)cc1,-3,0,/,101,96,101,100,-15,99,8,100
N#Cc1c(C(F)(F)F)cc(-c2ccccc2)nc1SCC(=O)N1CCOCC1,-11,-3,19,94,98,96,94,-23,94,14,94
CCC(=O)Nc1sccc1C(=O)OC,11,1,/,101,100,102,102,-7,103,27,102
Nc1nc(NCC2CCCO2)nc(NCC2CCCO2)c1[N+](=O)[O-] (centres undefined),9,-8,23,99,98,101,98,3,101,24,95
CCOC(=O)c1ccc(NC(=O)C2C3C=CC(C3)C2C(=O)O)cc1 (centres undefined),5,-8,-46,99,98,101,97,0,100,8,97
O=C(CSc1nc2ccccc2c(=O)[nH]1)c1ccc(O)c(O)c1,21,0,7,103,98,104,101,-44,100,14,101
CC1=C(C(=O)Nc2ccccc2)C(c2ccccn2)n2ncnc2N1 (centres undefined),-7,0,8,97,94,97,97,2,93,13,95
C#CCNC(=O)C1=C[C@H](c2ccc(C(F)(F)F)cc2)[C@@H](CCCO)[C@H](OCC)O1,3,0,19,96,98,99,98,4,103,6,100
CCn1c(SCC#N)nc2c(c1=O)C1(CCCC1)Cc1ccccc1-2,-4,3,-14,97,96,97,98,-5,98,7,97
Cc1noc(C)c1COC(=O)CCCc1nc2ccccc2s1,-22,-1,-10,102,99,104,99,-27,98,16,99
CC(=O)N[C@@H](CS)C(=O)O,5,-3,/,102,98,104,99,-10,96,/,98
Cc1ccc2nc(-c3cccnc3)cc(C(=O)N3CCN(c4ccc([N+](=O)[O-])cc4)CC3)c2c1,6,0,-3,94,95,98,96,-24,110,11,99
Cc1ccc(C)c(N2CCN(C(=O)COc3cc(=O)n(C)c4ccccc34)CC2)c1,18,0,24,101,95,96,101,-42,102,26,100
O=C(CS(=O)(=O)Cc1ccccc1)N1CCc2ccccc2C1,-8,0,/,102,99,102,103,-13,105,8,103
CC(=O)NC1C(=O)N(CCc2ccccc2)c2ccccc21 (centres undefined),2,-2,-22,110,103,106,108,4,108,5,107
CC(C)CNS(=O)(=O)c1ccc(C(=O)Nc2ccc3c(c2)OCCO3)cc1,-1,-1,/,97,95,98,97,2,98,27,97
CN(c1c(C#N)c(C(F)(F)F)nn1C)N(S(C)(=O)=O)S(C)(=O)=O,-20,0,/,96,97,103,100,0,99,24,98
O=C(CNc1ccc(Oc2ccccc2)cc1)N1CCOCC1,2,2,-1,107,101,109,105,27,104,10,102

# Next part, starting with the last 2 of the part before.
SMILES,Mcl1 Noxa PPI,Bim-Mcl-1,Pf gametocyte,Cdc42 wt,Rac1 act GTP bind,Rac1 wt modul,HRas wt GTP,Mcl1 Bid PPI,Rab7 wt modul,Avidin bead fluor,Rab2A wt mod
CN(c1c(C#N)c(C(F)(F)F)nn1C)N(S(C)(=O)=O)S(C)(=O)=O,-20,0,/,96,97,103,100,0,99,24,98
O=C(CNc1ccc(Oc2ccccc2)cc1)N1CCOCC1,2,2,-1,107,101,109,105,27,104,10,102
Cc1nc2c(-c3ccc(F)cc3)c(C)nn2c(C)c1CCC(=O)NCCN1CCOCC1,3,0,/,101,98,105,99,-10,95,15,100
COCCOC(=O)c1c(C)oc2ccc(OCc3cc(C(=O)OC)oc3C)cc12,11,-1,/,102,99,102,100,-6,100,41,100
CC(C)Cn1c(N)c(C(=O)COC(=O)c2cc(F)cc(F)c2)c(=O)n(C)c1=O,10,-2,4,95,96,100,103,-14,107,31,98
CCOC(=O)CN1C(=O)CN(c2ccc(C)c(C)c2)C1=O,18,-4,/,?,?,?,?,-14,?,14,?
Cc1ccc(N2C(=O)C(F)(F)C2c2ccccc2)cc1 (centres undefined),4,-2,-20,92,95,99,100,-10,100,9,97
CN(N)c1nc2ccccc2nc1C(F)(F)F,3,0,3,98,93,96,96,-7,95,10,95
COc1cc(-c2nc3ccccn3c2NCC2CCCO2)ccc1O (centres undefined),6,-1,/,98,94,98,97,-48,97,7,95
COc1ccc(C(=O)NCC(=O)OCn2nnc3ccccc3c2=O)cc1OC,11,-4,/,95,95,99,94,-2,99,11,96
COC(=O)CSC1=C(C#N)C(=O)NC2(CCCCC2)S1,10,-3,-16,102,99,103,101,-60,101,6,102
C(=C\c1ccccc1)/CN1CCN(C(c2ccccc2)c2ccccc2)CC1,9,1,/,102,100,100,100,-16,96,5,100
c1ccc2c(c1)nc(-c1ccncc1)n1nnnc21,8,-6,/,95,96,103,97,-13,95,36,96
CCOc1ccc(NC(=O)c2csc3c2CCCC3)cc1,-3,-2,/,99,98,104,100,-4,101,7,104
